Assay outcomes (PubChem BioAssay)
TbMetRS inhib – blocks T. brucei methionyl-tRNA synthetase activity; purified T. brucei MetRS, ATP depletion, Kinase-Glo luminescence; inhibition, % at 11.9 µM; 0.4% of 360,000 active; AID 624268;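 active = inhibition above a per-plate cutoff of the control wells' mean inhibition plus 3 SD, cut at about 5.5% in these data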;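 also: 0% = DMSO wells median and 100% = median of wells with control inhibitor compound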
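assay system = parasite MetRS enzyme | timing = 15 min preincubation, 2 h reaction, all 25 °C | evaluation = percent inhibition relative to median high and low control wells | medium = HEPES buffer containing pyrophosphatase, BSA, spermine, DTT | compound = single dose, 11.9 µM final nominal, 0.9% final DMSO | detection = Kinase-Glo luminescence, ATP depletion format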
LMPTP block – LMPTP (human) inhibition; AID 651560; recombinant LMPTP-A, OMFP fluorogenic substrate, fluorescence intensity; P24666; 0.22% of 360,000 active; inhibition, % at 20 µM;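 active = compounds that cut the enzyme signal by at least half of the control window in the single-dose screen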;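 also: plate controls were DMSO wells with enzyme plus substrate for no effect and substrate without enzyme for full effect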
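Assay system: LMPTP-A, protein tyrosine phosphatase of low molecular weight / Medium: pH 6.0 Bis-Tris buffer with DTT and Triton X-100 / Schedule: 50 min enzyme reaction at room temperature, protected from light / Measured by: endpoint fluorescence intensity from OMFP dephosphorylation / Read-out basis: % inhibition relative to no-enzyme and uninhibited control wells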
NadD block – blocks S. aureus nicotinate mononucleotide adenylyltransferase. purified NadD enzyme, colorimetric absorbance read-out. inhibition, % at 20 µM. 0.78% of 360,000 active. AID 602399; in the data active = inhibition above about 26%; also: some compounds past the cut are filed as inactive
PABP1 MLLE inh – inhibitors of microRNA-mediated deadenylation, human PABP1 MLLE binding | AID 588489 | inhibition, % at 20 µM | GST-MLLE / FITC-PAM2 fluorescence polarization | 0.36% of 360,000 active | P11940; in the data active = inhibition above about 35%, passing the limit was not always enough;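 also: plate controls were DMSO wells with GST-MLLE for no effect and wells lacking GST-MLLE protein for full effect; some results filed as inactive read as strong as hits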
SUMO1-SIM PPI – SUMO1-SIM interaction modulation; SUMO1 binding to a labelled peptide, TR-FRET, 1 h; inhibition, % at 20 µM; 0.33% of 360,000 active; AID 602429; in the data active = inhibition above about 37%
Target sequence (P63165 whole entry, looked up): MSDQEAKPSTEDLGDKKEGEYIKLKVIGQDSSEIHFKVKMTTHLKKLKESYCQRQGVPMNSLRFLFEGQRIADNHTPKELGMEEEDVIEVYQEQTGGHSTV
Scp1 inh – Scp-1 (human) phosphatase inhibition; 0.88% of 340,000 active; inhibition, % at 20 µM; Recombinant Scp1, phosphopeptide, malachite green phosphate absorbance;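 active = inhibition above about 50% at 20 µM, limit read from the data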;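 also: plate controls were DMSO wells with enzyme for no effect and wells lacking enzyme for full effect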
Target sequence (Q9GZU7 76-261 limits assumed): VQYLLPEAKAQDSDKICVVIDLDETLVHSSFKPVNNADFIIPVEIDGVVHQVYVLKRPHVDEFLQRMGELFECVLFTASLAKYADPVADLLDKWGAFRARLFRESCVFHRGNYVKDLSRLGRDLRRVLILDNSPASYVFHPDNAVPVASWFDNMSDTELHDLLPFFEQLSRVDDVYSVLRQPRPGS
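Test system – truncated SCP-1 phosphatase (76-261aa) · Reagent – Phosphorylated 17-residue peptide substrate · Incubation – 45 min room-temperature reaction, 5 min colour, 30 min stabiliser · Detection – colorimetric phosphate reagent with accelerator and stabiliser, absorbance at 630 nm · Measure – % inhibition at 20 µM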
DNMT1 block – blocks human DNA methyltransferase DNMT1 | inhibition (reported as % activation of signal), % at 10 µM | P26358 | AID 588458 | 0.83% of 360,000 active | DNMT1 molecular beacon, Hinp1I cleavage, fluorescence; in the data active = inhibition above about 50%
STEP block – blocks human striatal-enriched tyrosine phosphatase | recombinant STEP, OMFP fluorogenic substrate, fluorescence | 0.25% of 360,000 active | inhibition, % at 20 µM | P54829;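 active = inhibition at 20 µM, scaled per plate between control wells, above about 37%, limit read from the data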;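 also: 0% = DMSO with enzyme and substrate and 100% = substrate only without enzyme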
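Measure: Control-normalized % inhibition with plate pattern correction | Test system: STEP phosphatase, cell-free reaction | Medium: pH 6.0 Bis-Tris with DTT and Tween 20 | Technique: Fluorescence, 480/540 nm | Times: Reaction 20 min, ambient temperature | Doses: Single compound dose of 20 µM, 1% DMSO final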
CSN deneddyl inh – CSN deneddylation inhibition | AID 651999 | Q92905 | inhibition, % at 12.5 µM | Purified CSN, SCF-Nedd8-OG deneddylation, fluorescence polarization | 0.38% of 360,000 active;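 active = pattern-corrected inhibition above about 35%, with an unprinted fluorescence ratio check between 0.5 and 1.5, limit read from the data, passing the limit was not always enough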;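 also: 0% = enzyme with substrate and 100% = substrate without enzyme; some results filed as inactive read as strong as hits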
Target sequence (Q92905 whole entry, looked up, one chain of several): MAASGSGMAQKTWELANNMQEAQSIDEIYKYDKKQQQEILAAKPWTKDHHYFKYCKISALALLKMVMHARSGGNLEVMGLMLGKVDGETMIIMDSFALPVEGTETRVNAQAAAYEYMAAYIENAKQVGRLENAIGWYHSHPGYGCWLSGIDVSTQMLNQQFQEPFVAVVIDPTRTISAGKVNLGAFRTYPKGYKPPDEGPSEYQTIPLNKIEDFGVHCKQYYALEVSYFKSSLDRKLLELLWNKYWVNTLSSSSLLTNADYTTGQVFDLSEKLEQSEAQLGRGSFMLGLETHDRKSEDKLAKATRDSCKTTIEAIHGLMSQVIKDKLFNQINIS
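Detection – fluorescence polarization · System – HEK293T-derived human Csn5 enzyme · Controls – substrate-only high control, full reaction low control · Timing – 90 min, room temperature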
Rpn11 block – blocks the human proteasome subunit Rpn11; O00487; human 26S proteasome, Ub4-pepOG fluorescence polarization; 20S core pre-blocked with epoxomicin; calls only at 20 µM; 0.59% of 360,000 active; AID 588493;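 active = inhibition at 20 µM, scaled to each plate's controls, above about 33%, limit read from the data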
Target sequence (O00487 whole entry, looked up): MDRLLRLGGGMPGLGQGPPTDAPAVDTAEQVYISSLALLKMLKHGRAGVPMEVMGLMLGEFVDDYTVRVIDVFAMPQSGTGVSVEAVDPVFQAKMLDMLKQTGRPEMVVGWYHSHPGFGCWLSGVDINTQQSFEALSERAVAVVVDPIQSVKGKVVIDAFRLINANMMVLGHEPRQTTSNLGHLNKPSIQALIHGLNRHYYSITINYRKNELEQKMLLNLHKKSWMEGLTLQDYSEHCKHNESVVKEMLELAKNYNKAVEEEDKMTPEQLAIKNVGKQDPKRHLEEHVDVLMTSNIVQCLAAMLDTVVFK
* = called active by the depositor; i = inactive; nt = not tested or not shown.

SMILES	TbMetRS inhib	LMPTP block	NadD block	PABP1 MLLE inh	SUMO1-SIM PPI	Scp1 inh	DNMT1 block	STEP block	CSN deneddyl inh	Rpn11 block
O=C(C[n+]1cccc(CNC(=O)c2ccc(OC(F)F)cc2)c1)Nc1ccc(F)cc1	-0.1	-1.1	-10	-8	3	-1	1	5	-11	i
Cc1cc(NC(=O)c2ccccc2F)nc2c1c(=O)oc1ccccc12	-0.2	2.2	5	-5	38	-1	18	-1	11	i
O=C(CSc1nc(=O)n2ccccc2n1)Nc1cccc2ccccc12	-0.3	-1.0	-3	23	-5	-1	2	-2	0	i
CC(C)(CC(=O)O)CC(=O)O	-0.3	-2.0	1	11	-5	-9	1	-1	-7	i
O=C(CCCC(=O)c1ccccc1)NCCc1ccccc1	-1.1	-2.1	-3	-6	-2	7	-1	-1	-7	i
CCc1ccc(CN2CCC(n3nccc3NC(=O)c3ccccc3C)CC2)cc1	0.1	-0.3	-7	-1	3	5	0	0	2	i
OC(c1ccc(-c2ccccc2)cc1)c1ncc(-c2ccc(F)cc2)[nH]1 (stereo not drawn)	-0.4	2.8	9	-8	3	nt	0	-1	2	i
COc1ccc(C(=O)OC(C(=O)c2ccccc2)c2ccccc2)cc1 (stereo not drawn)	-0.7	2.7	-4	-3	0	-11	-5	0	0	i
COc1ccc(NC(=O)CN2C(=O)C(C)Oc3ccccc32)cc1 (stereo not drawn)	0.2	0.4	-1	0	-3	2	-1	1	-3	i
Cc1ccc(S(=O)(=O)n2cnc3cc([N+](=O)[O-])ccc32)cc1C	-0.4	-2.1	0	1	-10	-14	0	0	-1	i
CCN(CC)CCN(C(=O)C1=COCCO1)c1nc2c(OC)ccc(OC)c2s1	-0.2	1.0	0	-12	8	7	-1	1	4	i
Cc1ccc(S(=O)(=O)/N=S(\C)C(C)C)cc1 (stereo not drawn)	-0.1	-0.7	0	0	-4	-1	2	3	0	i
Cc1cc(C)c(C#N)c(SCCS(=O)(=O)c2ccc(C(C)(C)C)cc2)n1	-1.0	1.2	-5	8	1	-13	-1	4	-2	i
CCCCN1CCc2c1nc1ccc(Br)cc1c2N	1.8	5.7	-3	-13	-6	-4	-7	3	5	i
O=C(CCS(=O)(=O)c1ccc2c(c1)NC(=O)CS2)NCCc1ccc(Cl)cc1	1.1	-0.1	-7	-12	1	-13	-1	-3	4	i
N#CCCN(CCC#N)c1nncs1	0.4	-0.6	0	5	-2	1	1	0	1	i
Cc1cccc(C(=O)NC2C(=O)NNC2c2ccc(Cl)cc2)c1 (stereo not drawn)	-0.1	3.3	0	20	1	-7	-19	0	3	i
CCN(C(=O)COC(=O)Cn1cnc2c1c(=O)n(C)c(=O)n2C)C1CCS(=O)(=O)C1 (stereo not drawn)	-0.8	-0.4	-3	-6	-11	0	1	-2	2	i
Oc1ccc(Br)cc1-c1cc(-c2ccc(Cl)cc2)n[nH]1	-0.5	3.1	0	-4	-1	-12	2	3	-2	i
CCC(=O)Nc1ccc(N2CCCCC2)c(C(=O)Nc2ccccc2C)c1	0.5	0.4	-2	-2	3	-6	1	-1	-2	i

Results in CSN deneddyl inh and TbMetRS inhib, for 6 of the compounds above:
Structure	CSN deneddyl inh	TbMetRS inhib
CCC(=O)Nc1ccc(N2CCCCC2)c(C(=O)Nc2ccccc2C)c1	-2	0.5
N#CCCN(CCC#N)c1nncs1	1	0.4
CCN(C(=O)COC(=O)Cn1cnc2c1c(=O)n(C)c(=O)n2C)C1CCS(=O)(=O)C1 (stereo not drawn)	2	-0.8
Oc1ccc(Br)cc1-c1cc(-c2ccc(Cl)cc2)n[nH]1	-2	-0.5
CCN(CC)CCN(C(=O)C1=COCCO1)c1nc2c(OC)ccc(OC)c2s1	4	-0.2
O=C(CCS(=O)(=O)c1ccc2c(c1)NC(=O)CS2)NCCc1ccc(Cl)cc1	4	1.1

The list continues.
SMILES	TbMetRS inhib	LMPTP block	NadD block	PABP1 MLLE inh	SUMO1-SIM PPI	Scp1 inh	DNMT1 block	STEP block	CSN deneddyl inh	Rpn11 block
Cc1ccc(-c2csc3nc4cc(C(=O)NC5CCC(O)CC5)ccc4c(=O)n23)cc1 (stereo not drawn)	-0.2	-2.9	5	6	-4	4	34	0	1	i
COc1ccc(-n2nc3c(c2NC(=O)C2CC(=O)N(c4ccccc4)C2)CS(=O)(=O)C3)cc1 (stereo not drawn)	0.2	-0.9	-4	1	6	-2	2	0	1	i
CCOC(=O)C1(C)CCCCN1C(=O)c1ccoc1 (stereo not drawn)	-0.4	-1.0	-5	21	-3	nt	5	-2	-8	i
CSc1ccccc1NC(=O)CN(C)CC(=O)Nc1cccc(Br)c1	-0.5	-0.2	-4	4	1	-4	1	-5	2	i
Cc1ccc(C)c(NC(NC(=O)c2ccccn2)C(Cl)(Cl)Cl)c1 (stereo not drawn)	-1.0	0.0	-1	0	4	4	1	-2	-1	i
COc1cc(C)c(S(=O)(=O)N2CCN=C2c2ccccc2)cc1C	0.6	-1.2	-4	4	1	7	-4	-1	-12	i
C/C(=C\C(=O)Nc1cc(C)on1)c1ccccc1	-0.3	-1.3	-3	3	-3	-1	2	-3	0	i
O=C1CC(c2ccccc2)=Nc2ccccc2N1	0.5	-0.2	2	-5	-12	2	3	0	-1	i
CCOC(=O)N1CCN(C(=O)c2ccccc2CCc2ccccc2)CC1	-0.2	1.4	-3	-10	0	-10	2	-1	1	i
Cc1ccc(C)c(OCC(O)CN2CCc3ccccc3C2)c1C (stereo not drawn)	0.3	0.1	-7	1	-3	-13	-2	-4	5	i

Taken from above.
`COc1ccc(C(=O)OC(C(=O)c2ccccc2)c2ccccc2)cc1` (stereo not drawn) in SUMO1-SIM PPI shows 0
`Cc1cc(C)c(C#N)c(SCCS(=O)(=O)c2ccc(C(C)(C)C)cc2)n1` in PABP1 MLLE inh shows 8

(more compounds)
SMILES	TbMetRS inhib	LMPTP block	NadD block	PABP1 MLLE inh	SUMO1-SIM PPI	Scp1 inh	DNMT1 block	STEP block	CSN deneddyl inh	Rpn11 block
Cc1c2cnccc2c(C)c2c1oc1ccccc12	-0.3	11	8	-3	28	2	26	5	1	i
COc1ccc(-c2cc(C(=O)Nc3cc(Cl)ccc3OC)no2)cc1	-0.6	-0.5	-5	1	6	-15	0	-2	-2	i
COC(=O)c1cc(S(=O)(=O)NCCCc2ccco2)c[nH]1	-0.2	-0.7	-3	-10	7	27	-2	1	7	i
CCOC(=O)N1CCN(C(=O)C2CCC(=O)N(Cc3ccc(Cl)cc3)C2)CC1 (stereo not drawn)	0.0	0.2	0	0	6	-7	0	2	-5	i
COc1cccc(CC(=O)Nc2nc3c(s2)C(=O)CC(C)(C)C3)c1	-0.5	0.1	-6	-34	-5	-1	0	-3	-12	i
O=C(CCN1C(=O)C2CC=CCC2C1=O)Nc1cccc(Cl)c1 (stereo not drawn)	-0.4	-1.0	-8	2	0	-15	-3	1	-1	i
O=C(C=Cc1ccc2c(c1)OCO2)C=Cc1ccc2c(c1)OCO2	0.7	1.1	-4	-26	-2	nt	24	2	12	i
C=CCN1C(=O)/C(=c2\sc3nc(=O)c(Cc4ccccc4Cl)nn3c2=O)c2ccccc21	0.6	4.2	-1	15	-7	-10	22	16	6	i
CN1CCN(c2ccccc2NC(=O)COc2ccc(Br)cc2)CC1	-0.6	-0.7	-7	9	-2	-10	-9	0	-1	i
CCCOc1ccc(CNCCCOCC)cc1OC	-0.2	-1.1	-4	13	-2	-3	2	2	1	i
Cc1cccc2cc(CN(Cc3ccc(F)cc3)C(=O)N(C)C)c3nnnn3c12	-2.4	-0.2	0	-2	3	1	-4	0	0	i
COc1ccccc1CN(C)C(=O)CN1CCN(S(=O)(=O)c2ccc3c(c2)OCCCO3)CC1	-0.2	-0.4	4	-6	1	-2	2	-2	0	i
N/C(CSc1ccc(Cl)cc1)=N\S(=O)(=O)c1ccc(Cl)cc1	-0.1	1.4	-5	4	4	-13	73*	-3	0	i
O=C(NC(=S)Nc1cccc(CO)c1)c1ccc(-c2ccccc2)cc1	0.0	2.5	-8	23	3	-13	-4	0	-2	i
CC(=O)Nc1ccc(OCC(O)Cn2c3ccccc3c3ccccc32)c(C)c1 (stereo not drawn)	-1.2	1.5	-7	7	0	-11	-16	2	1	i
Cc1ccc(Cl)cc1NC(=O)CNC(=O)N1CC(=O)Nc2ccccc21	1.0	0.5	5	-10	2	-3	-1	-1	1	i
Nc1ccc2oc3ccc(N)cc3c(=O)c2c1	0.0	3.3	6	16	0	-6	-6	-2	1	i
COc1ccc(S(=O)(=O)N2CC=C(C(=O)Nc3ccc(NC(C)=O)cc3)CC2)cc1	0.8	1.6	-7	-8	-1	-6	-4	-4	5	i
CC(C)Oc1ccc2ccccc2c1CNC[C@H]1O[C@@H](n2ccc(N)nc2=O)[C@H](O)[C@@H]1O	-0.9	-1.0	3	3	-6	nt	7	2	-1	i
CCN(CC)C(=O)COc1c(-c2ccco2)oc2ccccc2c1=O	-0.5	-1.5	-4	-6	-23	0	2	0	4	i
COc1ccc(S(=O)(=O)N(CC(=O)N2CCOCC2)c2ccc(F)cc2)cc1OC	-0.3	-0.7	-1	-5	-2	-2	1	0	5	i
CCOc1cc(CNCCc2ccc(S(N)(=O)=O)cc2)cc(Cl)c1OCc1ccccc1	0.0	-0.5	0	2	0	3	-13	20	1	i
Cc1ccc(S(=O)(=O)NC(=O)C2(C)CCN2C(=O)Cc2ccc(Cl)cc2Cl)nc1 (stereo not drawn)	0.1	0.1	-3	0	-2	nt	1	2	2	i
N#Cc1ccc(COC(=O)C2CC(=O)N(CCc3ccccc3)C2)cc1 (stereo not drawn)	-0.3	-1.8	3	-25	-1	-4	3	0	-7	i
Cc1ccc(S(=O)(=O)N2CCCc3cc(NC(=O)c4c(F)cccc4F)ccc32)cc1	-0.6	1.4	-4	-5	-1	-1	-11	-1	-1	i
O=C(COc1ccc2ccc(=O)oc2c1)NC1CCS(=O)(=O)C1 (stereo not drawn)	-0.2	0.1	4	-12	0	-4	0	1	1	i
CCSc1nnc(-c2ccccc2N=Cc2c(C)[nH]n(-c3ccccc3)c2=O)c(=O)[nH]1	-0.7	0.2	5	-18	12	-12	-4	2	1	i
COc1ccc(OC)c(CN2CCN(c3ccccc3OC)CC2)c1	-0.7	-0.7	3	3	3	-3	-10	14	0	i
CC(C)Nc1ncnc2c1cnn2-c1ccc(Cl)cc1	0.7	1.5	-5	15	1	-2	86*	-4	-5	i
CCOC(=O)c1cc2occc2n1CC(=O)NCCOC	-0.3	-1.1	4	-6	0	-3	0	-2	-7	i
